Bioassay records (PubChem)
Vif-APOBEC3F blk: inhibitors of Vif-A3F interaction. HeLa A3F-eYFP + Vif (tagged APOBEC3F with the HIV-1 protein that degrades it), YFP fluorescence increase. actives 0.2% (n = 390,000). AID 602313. Potency, µM (titrated, usually from 46.1 µM), for the others: top-dose activity, negative = active; also: potency is read from the fitted curve at half-maximal effect; % of control where 0% means no effect; nearly all actives have a fitted effect of over 65% in size
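HeLa cells stably expressing A3F-eYFP plus Vif, plated and incubated overnight at 37 deg C, then exposed to compounds overnight at 37 deg C. Blocked degradation read as raised yellow fluorescence (Ex 488/Em 500-530).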
TrxR1 substrate: is turned over as a substrate by rat TrxR1. actives 0.01% (n = 390,000). purified TrxR1 substrate turnover, NADPH consumption readout. Potency, µM (titrated, usually from 114 µM), for the others: at the top dose activity change, negative = substrate turnover. O89049; also: potency is read from the fitted curve at half-maximal effect; % is scaled to controls: 0 for no effect and ±100 for the full control effect; nearly all actives have a fitted effect of over 50% in size
Target sequence (O89049 whole entry, looked up): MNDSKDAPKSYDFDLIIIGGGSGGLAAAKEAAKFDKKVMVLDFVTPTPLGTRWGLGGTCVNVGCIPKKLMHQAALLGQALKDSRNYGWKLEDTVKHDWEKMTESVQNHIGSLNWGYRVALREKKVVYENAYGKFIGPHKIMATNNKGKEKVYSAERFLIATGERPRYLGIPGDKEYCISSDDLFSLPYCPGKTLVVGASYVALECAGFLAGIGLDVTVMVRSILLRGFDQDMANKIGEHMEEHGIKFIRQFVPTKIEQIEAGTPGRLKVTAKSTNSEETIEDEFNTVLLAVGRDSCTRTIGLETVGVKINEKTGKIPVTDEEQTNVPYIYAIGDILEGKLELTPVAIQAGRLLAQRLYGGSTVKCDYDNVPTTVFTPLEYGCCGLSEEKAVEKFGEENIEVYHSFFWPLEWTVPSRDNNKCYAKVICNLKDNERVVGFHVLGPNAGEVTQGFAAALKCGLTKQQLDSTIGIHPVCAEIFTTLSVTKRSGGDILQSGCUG
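Rat TrxR1, dispensed at 90 nM, was prereduced with 400 uM NADPH (final) for 5 min at ~22 deg C, then incubated with compound 15 min before 400 uM selenite. A first-read NADPH fluorescence drop versus no-compound background flagged substrates.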
TrxR1 inh: blocks rat thioredoxin reductase 1; O89049; recombinant rTrxR1, NADPH fluorescence consumption, selenite substrate; Potency, µM (highest dose often 114 µM), for the others: at the top dose activity change, negative = inhibition, most hits filed as inhibitors; actives 1% (n = 390,000); AID 588453; also: potency is read from the fitted curve at half-maximal effect; % is scaled to controls: 0 for no effect and ±100 for the full control effect; nearly all actives have a fitted effect of over 65% in size
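Rat TrxR1 (90 nM in the dispensed reagent) was pre-reduced with 400 uM NADPH for 5 min at room temperature, then incubated with compound for 15 min. After 400 uM selenite was added, NADPH fluorescence (Ex 340/Em 450 nm) was followed for 8 min.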
Vif-A3G inh: Vif-A3G binding inhibition; HeLa A3G-eYFP + Vif (tagged APOBEC3G with the HIV-1 protein that degrades it), YFP fluorescence, overnight; Potency, µM (highest dose often 46.1 µM), for the others: top-dose activity, negative = active, actives largely listed as inhibitors; actives 0.076% (n = 410,000); Q9HC16;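 also: potency is read from the fitted curve at half-maximal effect; % is scaled to controls: 0 for no effect and ±100 for the full control effect; nearly all actives have a fitted effect of over 60% in size; hits raise eYFP signal because A3G escapes Vif-driven loss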
Target sequence (Q9HC16 whole entry, looked up): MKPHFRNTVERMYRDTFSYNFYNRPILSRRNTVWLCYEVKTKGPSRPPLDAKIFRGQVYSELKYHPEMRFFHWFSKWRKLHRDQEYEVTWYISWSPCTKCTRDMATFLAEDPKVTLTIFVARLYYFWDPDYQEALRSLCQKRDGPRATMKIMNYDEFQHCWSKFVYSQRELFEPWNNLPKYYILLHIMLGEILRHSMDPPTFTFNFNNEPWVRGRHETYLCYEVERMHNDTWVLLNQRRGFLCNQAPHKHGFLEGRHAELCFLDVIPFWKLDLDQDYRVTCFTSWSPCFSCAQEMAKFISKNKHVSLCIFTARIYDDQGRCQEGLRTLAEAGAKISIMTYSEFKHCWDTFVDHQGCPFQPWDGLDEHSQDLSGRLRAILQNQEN
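HeLa cells stably expressing Vif and C-terminally eYFP-tagged A3G, seeded overnight at 37 deg C, then exposed to compound by pintool overnight at 37 deg C. Rise in yellow fluorescence (Ex 488/Em 500-530, Acumen) marks blocked Vif-driven A3G degradation.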
RGS4 inh: blocks human RGS4-accelerated GTP hydrolysis. P49798. Transcreener GDP fluorescence polarization, RGS4-accelerated GTP hydrolysis. Potency, µM (titrated, usually from 114 µM), for inactives: top-dose activity change, negative = inhibition, most hits filed as inhibitors. actives 0.039% (n = 390,000). AID 504845; also: potency is read from the fitted curve at half-maximal effect; % is scaled to controls: 0 for no effect and ±100 for the full control effect; nearly all actives have a fitted effect of over 75% in size; some results filed as inactive show a strong effect at the top dose
Target sequence (P49798 whole entry, looked up): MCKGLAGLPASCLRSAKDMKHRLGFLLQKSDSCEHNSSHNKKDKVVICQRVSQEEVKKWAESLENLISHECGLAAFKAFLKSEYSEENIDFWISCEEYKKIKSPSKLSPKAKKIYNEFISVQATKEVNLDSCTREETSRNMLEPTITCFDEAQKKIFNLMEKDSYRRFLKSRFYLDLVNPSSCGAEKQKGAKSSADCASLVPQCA
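MLSMR compounds (23 nl, pin-transferred) preincubated 10 min at room temperature with a 500nM (2x) first reagent, then RGS4 at 900nM (2x) plus Transcreener GDP mix added; fluorescence polarization (620/688 nm) read before and after 90 min at 30 °C.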
IDH1 R132H inh: human IDH1 R132H inhibition | IDH1-R132H enzyme, NADPH consumption, diaphorase/resazurin fluorescence | O75874 | actives 0.093% (n = 390,000) | Potency, µM (top dose mostly 76.6 µM), for inactives: at the highest dose activity change, negative = inhibition, most hits filed as inhibitors | AID 602179; also: potency is read from the fitted curve at half-maximal effect; % is scaled to controls: 0 for no effect and ±100 for the full control effect; nearly all actives have a fitted effect of over 65% in size
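IDH1-R132H (0.5 ug/mL dispensed) in pH 7.5 Tris buffer was preincubated 30 min with compound, then given a substrate mix of 0.016 mM NADPH and 2 mM alpha-KG for 80 min at room temperature; remaining NADPH was read by diaphorase/resazurin fluorescence.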
Glioma ERSR ind: inducers of ER stress response in human glioma cells; U87-MG GRP78 promoter luciferase reporter, 16 h; actives 0.02% (n = 420,000); Potency, µM, inactives show top-dose activation, most hits filed as activators; also: potency is read from the fitted curve at half-maximal effect; series mostly up to about 76 µM; % of control where 0% means no effect; nearly all actives have a fitted effect of over 35% in size
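Stably transfected U87-MG human glioma cells carrying a GRP78-based luminescent sensor were seeded at 1000 cells/well, pin-dosed with compounds and incubated 16 h. Luciferase reagent was then added, and end-point luminescence was read after 10 min at room temperature.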
USP1-UAF1 inh: inhibitors of human USP1/UAF1 deubiquitinase; O94782; recombinant USP1/UAF1, Ub-Rhodamine cleavage fluorescence; Potency, µM (doses to about 57.1 µM), for inactives: at the highest dose activity change, negative = inhibition, most hits filed as inhibitors; actives 0.23% (n = 390,000); AID 743255; also: potency is read from the fitted curve at half-maximal effect; % is scaled to controls: 0 for no effect and ±100 for the full control effect; nearly all actives have a fitted effect of over 60% in size; inactives centre near -12
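USP1/UAF1 complex at 1 nM was preincubated with compound for 15 min at room temperature, then Ub-Rho substrate (150nM final) was added. Fluorescence (480/540 nm) was read kinetically, 6 reads every 60 seconds.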
LDHA inh: inhibitors of human lactate dehydrogenase A | activity change, % (values are at about 110 or 230 µM) | purified LDHA, NADH/diaphorase-resazurin fluorescence; active compounds read low | actives 0.15% (n = 480,000) | P00338; in the data active = activity change below about -30%; inconclusive = mostly about -25% to -30%;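 also: plate controls were DMSO wells for no effect and wells without enzyme for full effect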
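LDH5 2 nM; NADH 0.06 mM, pyruvate 0.2 mM; 200 mM Tris pH 7.4, EDTA, Tween-20; 5 min RT. Detection: diaphorase 0.133 mg/mL + resazurin 37 µM, fluorescence ex540/em590 at 0 and 20 min; normalized to enzyme-free and DMSO wells.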
* hit, by the source's call; u = inconclusive; x = not tested or not shown; & = joins results of further samples; [ ] = remark or other dose. Unless noted, calls follow the shape of the dose curve; as a rule, active = well fitted curve in the direction sought with a large enough effect; inconclusive = small, poorly fitted or top-dose-only effect, or another doubt; inactive = no such curve, though single readings can be large; an effect the other way counts as inactive or inconclusive. These rows are one share of the data; rates above refer to the full screens.

SMILES	Vif-APOBEC3F blk	TrxR1 substrate	TrxR1 inh	Vif-A3G inh	RGS4 inh	IDH1 R132H inh	Glioma ERSR ind	USP1-UAF1 inh	LDHA inh
COc1cccc(N2CCN(C(=O)CN(c3ccc(C)cc3)S(=O)(=O)c3c(C)n[nH]c3C)CC2)c1	-4%	-3%[57.1 µM]	9%[57.1 µM]	-6%	-26%	3%	-2%	-11%	3
CCOC(=O)C1=C(N)OC2=C(C(=O)CCC2)C1c1cccnc1 (stereo not given)	-18%	5%[57.1 µM]	-3%[57.1 µM]	1%	-7%	-1%	3%	0%	1
O=C(/C=C/c1ccc([N+](=O)[O-])cc1)NCc1cccnc1	0%	-9%	-16%	2%	-17%	4%	-5%	-16%	0
CC1(c2ccccc2)NC(=O)N(CC(=O)N2CCc3ccccc32)C1=O (stereo not given)	1%	x	x	-4%	x	1%	-6%	u	-8
FC(F)(F)c1ccc(N=Cc2sc(N3CCOCC3)nc2-c2ccccc2)cc1	6%	-3%	18%	-8%	12%	3%	1%	-20%	2
COc1cc(N)c(Cl)cc1C(=O)OCC(=O)NC(=O)NCc1ccco1	1%	11%[57.1 µM]	-12%	-4%	10%	0%	-1%	-2%	-4
COC(=O)CSc1nnc(C)n1-c1cccc(C#N)c1	-1%	12%	18%	-1%	32%	-6%	-2%	-6%	-9
CC1CCCc2sc3nc(NCc4ccco4)n4ncnc4c3c21 (stereo not given)	2%	12%[57.1 µM]	-8%[57.1 µM]	-1%	-22%	4%	-3%	-14%	1
COc1ccc(F)cc1S(=O)(=O)Nc1cccc(-c2ccc(N3CCC(C)CC3)nn2)c1	2%	-5%[57.1 µM]	14%[57.1 µM]	-5%	-24%	4%	-4%	-8%	12&0
Cc1ccccc1OCC(=O)Nc1cccc(N(C)S(C)(=O)=O)c1	0%	-5%	26%	2%	5%	5%	3%	-14%	2
CC(C)OCC(O)CS(=O)(=O)Cc1ccccc1 (stereo not given)	2%	-7%	13%	-5%	-16%	1%	-2%	-3%	5
COc1ccc(Cl)cc1NC(=O)c1sc2nc3n(c(=O)c2c1C)CCC3	-7%	-8%	26%[11.4 µM]	1%	11%	5%	-3%	-17%	-3
O=C(CCC(=O)c1ccc(F)cc1)Nc1cccc(C(F)(F)F)c1	-4%	-5%	-8%	4%	1%[11.4 µM]	11%	-3%	-18%	-10
CCOc1ccccc1NC(=O)Cn1c(=O)n(Cc2ccc(C(=O)NCCCOC)cc2)c(=O)c2ccccc21	-1%	1%	5%	0%	0%	12%	-2%	-26%	3
Cn1nnnc1Sc1ncnc2scc(-c3cccc(Br)c3)c12	3%	-3%	-8%	u	-7%	x	-10%	x	-7&-8
N#Cc1nc(-c2ccccc2Cl)oc1N1CCN(C(=O)c2ccco2)CC1	-9%	20%	22%	1%	37%	7%	-1%	-6%	-5
CCNC(=O)CC1C(=O)N(c2ccc(F)cc2)C(=S)N1CCc1ccncc1 (stereo not given)	-9%	0%	8%	2%	1%	-13%	-2%	-23%	-7
C=CCSc1nnc(-c2c[nH]c3ccccc23)n1CC	6%	6%	4%[57.1 µM]	1%	0%	-1%	3%	-21%	0
CCCCn1c(NCc2ccccc2NS(=O)(=O)c2ccc(C)cc2)nc2ccccc21	1%	10%[57.1 µM]	36%[activator]	-1%	27%	0%	-2%	2%	-4
O=C(CN1C(=O)c2cccc3cccc1c23)NCc1ccc2c(c1)OCO2	-16%	19%	2%	2%	-4%	11%	-3%	-13%	5
O=[N+]([O-])c1ccc(N/N=C\c2cccnc2)nc1	2%	0%	25%	0%	-17%[56.9 µM]	-3%	-2%	-21%	1
CC(Sc1nccn1C)C(=O)c1ccc(Br)cc1 (stereo not given)	3%	1%	0%	3%	-9%	2%	-1%	2%	-14
Cn1cccc1C(=O)NNC(=O)COc1ccccc1F	4%	8%	14%	1%	-18%	-7%	11%	-19%	-9
COc1ccc(NC(=O)CN(C)CC(=O)Nc2cccc(S(=O)(=O)N(C)c3ccccc3)c2)cc1	8%	3%[57.1 µM]	10%[57.1 µM]	0%	6%	-1%	-3%	-31%	-3
CCOc1ccccc1N1CCN(c2nc3ccccc3nc2C(C#N)C(=O)OC)CC1 (stereo not given)	1%	7%[57.1 µM]	5%[57.1 µM]	0%	0%	0%	-6%	u	18
COc1cccc(CNC(=O)c2cccc(NC(=O)c3nsc4ccccc34)c2)c1	0%	-1%[57.1 µM]	23%[57.1 µM]	0%	15%	-3%	-5%	-10%	-11
O=[N+]([O-])c1ccc(/C=N/Nc2ccccn2)cc1	-7%	-4%	18%	4%	10%	1%	3%	-7%	-8
Cc1oc(-c2ccccc2F)nc1CN1CCC(C(=O)NC2CCCc3ccccc32)CC1 (stereo not given)	-5%	-10%	-15%	2%	-10%	4%	-2%	-12%	4
O=C(NCCc1cccs1)c1cccs1	0%	-9%[57.1 µM]	21%[57.1 µM]	1%	-34%	5%	-4%	-7%	-2
O=C(Nc1ncccc1Cl)c1cc2ccccc2o1	-13%	0%	11%	-6%	-6%	-6%	-3%	-26%	-9
O=C(O)c1ccc2c(c1)C(=O)N(c1cc(C(=O)O)ccc1Br)C2=O	-5%	-1%	11%	-1%	-12%	5%	-3%	-14%	-9
OC(CN1CCCCCC1)CN(c1ccccc1)c1ccccc1 (stereo not given)	-2%	7%	19%	-11%	15%	-2%	-3%	-24%	-5
O=C(Nc1ccc(C(=O)O)cc1)/C(=C\c1ccc2c(c1)OCO2)NC(=O)c1ccco1	0%	-14%	-3%	-1%	13%	-3%	-6%	-10%	-4
Cc1nn(C)c(C)c1S(=O)(=O)N(CC(=O)NCCCN1CC(C)CC(C)C1)c1ccc(C(C)C)cc1 (stereo not given)	0%	-7%	0%	4%	53%	-4%	-1%	-3%	-1
O=C(CSc1nc(-c2ccc(F)cc2)cc(C(F)(F)F)n1)NCc1cccs1	3%	7%	11%	-2%	-6%	0%	-2%	-2%	-3
CCOc1ccc(S(=O)(=O)/N=C(/c2ccccc2)N(C)C)cc1	1%	-2%	0%	0%	-11%	2%	-1%	-18%	1
COc1ccc(-c2cc(C(F)(F)F)nc(N3CCN(c4ccc(F)cc4)CC3)n2)cc1OC	-6%	2%	7%	0%	6%	-4%	-6%	-1%	-6
CCC(C)NCCOCCOc1ccc(Cl)c2ccccc12 (stereo not given)	8%	4%	-10%	-6%	-15%	-8%	-4%	-3%	-16
CN(C)CCCN(Cc1ccccc1)C(=S)Nc1ccc(SC(F)F)cc1	3%	0%	20%	0%	-13%	4%	-2%	-17%	-4
CCOc1ccc(NC(=O)CSc2nnc(C3CC3)n2N)cc1	1%	4%	17%	2%	-2%	4%	-4%	5%	-9
Cc1ccc(/C=C/C(=O)NCc2cccs2)o1	0%	-5%[57.1 µM]	u	-4%	-46%	5%	1%	-13%	1
COc1cccc(CCNC(=O)c2cc(COc3cccc(OC)c3)on2)c1	-4%	x	x	-1%	x	2%	1%	-22%	-1
O=S(=O)(c1ccc(N=C2NN=C(c3cc(F)ccc3F)CS2)cc1)N1CCOCC1	-1%	-1%[57.1 µM]	11%[57.1 µM]	-9%	u	26µM*	-3%	u	0
COc1cc(C2C(C(=O)OC(C)C)=C(C)Nc3ncnn32)cc(OC)c1OC (stereo not given)	-22%	12%[57.1 µM]	24%[57.1 µM]	0%	-7%	9%	-5%	-16%	1
Cc1ccc2nc(N3CCN(C(=O)c4cccs4)CC3)c(C#N)cc2c1	8%	14%	-13%	0%	-23%	9%	0%	-13%	-1
CCc1cccc(NC(=O)Cn2c(=O)n(-c3ccccc3C)c(=O)c3c2c2cc(C)ccc2n3C)c1	-3%	160%[activator]	115%[activator]	-23%	-12%	2%	-3%	-25%	-3
O=S(=O)(c1ccc2ccccc2c1)N1CCN(S(=O)(=O)N2CCCCC2)CC1	-6%	-3%	4%	-1%	5%	1%	-2%	-5%	-1
COC(=O)CC(C(=O)Nc1cc(C(=O)OC)cc(C(=O)OC)c1)N1CCN(C)CC1 (stereo not given)	-7%	3%[57.1 µM]	11%[57.1 µM]	0%	14%	3%	0%	-13%	-12
COc1ccc(OCc2nn3c(-c4cccc(OC)c4)nnc3s2)cc1	-6%	-4%	-3%[57.1 µM]	1%	-27%	2%	-3%	2%	-2
CC1CCN(S(=O)(=O)c2ccc3c(c2)CCN3C(=O)C2CCC2)CC1	5%	-12%[57.1 µM]	16%[57.1 µM]	-1%	-48%[56.9 µM]	9%	1%	-14%	-1
C#CCN(C[C@H]1[C@H](OC(=O)NCc2ccccc2)[C@H](OC(=O)NCc2ccccc2)C[C@H]2C(=O)N(c3ccccc3)C(=O)[C@@H]12)S(=O)(=O)c1ccc(C)cc1	-4%	x	x	-7%	x	2%	-7%	0%	-4

Full records from above. Order of values: Vif-APOBEC3F blk, TrxR1 substrate, TrxR1 inh, Vif-A3G inh, RGS4 inh, IDH1 R132H inh, Glioma ERSR ind, USP1-UAF1 inh, LDHA inh
C=CCSc1nnc(-c2c[nH]c3ccccc23)n1CC as listed: 6%, 6%, 4%[57.1 µM], 1%, 0%, -1%, 3%, -21%, 0
CC1CCN(S(=O)(=O)c2ccc3c(c2)CCN3C(=O)C2CCC2)CC1 as listed: 5%, -12%[57.1 µM], 16%[57.1 µM], -1%, -48%[56.9 µM], 9%, 1%, -14%, -1
